# KKLEB cytotox: CF airway cell cytotoxicity counter-screen; activity change (cytotoxicity), % at 5 µM; hit rate 0.36% among 360,000; KKLEB CF airway cells viability, ATPlite luminescence, overnight; hits give low values; cells stimulated with P. aeruginosa culture filtrate; AID 602141;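 active = corrected activity change at or below -50% at 5 µM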
# LMP1 NFkB inh: Epstein-Barr LMP1 NF-kappaB reporter inhibition; AID 504558; hit rate 0.69% among 350,000; inhibition, % at 12.5 µM; LMP1-induced NF-kappaB luciferase reporter cells, luminescence; in the data active = inhibition above about 41%;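 also: 0% = neutral control wells and 100% = reference inhibitor control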
# C8 TRAIL sens: caspase-8 TRAIL sensitization | NB7+C8 cells + TRAIL, ATPlite viability luminescence | hit rate 1% among 360,000 | inhibition (viability loss, TRAIL sensitization), % at 10 µM;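 active = compounds causing at least 50% loss of cell viability in the single-dose screen, relative to plate controls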
# NCOA1 inh: human NCOA1 inhibition; HEK293 GAL4-SRC1 luciferase reporter, luminescence; Q15788; hit rate 0.12% among 360,000; inhibition, % at 3.6 µM;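 active = inhibition above the campaign mean plus 3 SD, with each screening campaign given its own cutoff, cut at about 60% in these data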;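 also: 0% = DMSO treated cells and 100% = gossypol at 36 µM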
# TWEAK Fn14 block: TWEAK-Fn14 signaling inhibition; AID 1159606; TWEAK-stimulated Fn14 reporter cells, luciferase luminescence, 8 h; inhibition, % at 10 µM; hit rate 2% among 360,000; in the data active = inhibition above about 50%
# CF NFkB block: cystic fibrosis NF-kB activation inhibition; AID 588850; hit rate 0.86% among 360,000; KKLEB NF-kB-GFP reporter, PAF-induced, GFP fluorescence overnight; inhibition, % at 5 µM;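 active = at least 50% inhibition at 5 µM, scaled per plate between neutral and stimulator controls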;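 also: PAF is a Pseudomonas aeruginosa culture filtrate used as stimulus; plate controls were PAF-stimulated DMSO wells for no effect and unstimulated DMSO wells for full effect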
# NCOA3 inh: human NCOA3 inhibition | inhibition, % at 3.6 µM | HEK293 GAL4-SRC3 luciferase reporter, luminescence | Q9Y6Q9 | AID 588352 | hit rate 0.17% among 360,000;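 active = inhibition above a per-campaign cutoff, the mean of all compounds plus 3 SD, cut at about 60% in these data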;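 also: 0% = DMSO-treated cells and 100% = gossypol-treated cells at 36 µM; higher means less SRC3-driven luciferase light from the GAL4 reporter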
# COUP-TFII inh: NR2F2 (human) inhibition, primary screen; P24468; HEK293T NGFI-A luciferase reporter, luminescence; inhibition, % at 8.6 µM; hit rate 0.7% among 370,000; AID 686940;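 active = inhibition above a per-plate cutoff, mean inhibition of test wells between control levels plus 3 SD, cut at about 38% in these data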;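 also: cells cotransfected with COUP-TFII expression vector driving the NGFI-A reporter; 0% = median of COUP-TF2 test wells and 100% = reporter-only cells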
# Target sequence (P24468 whole entry, looked up): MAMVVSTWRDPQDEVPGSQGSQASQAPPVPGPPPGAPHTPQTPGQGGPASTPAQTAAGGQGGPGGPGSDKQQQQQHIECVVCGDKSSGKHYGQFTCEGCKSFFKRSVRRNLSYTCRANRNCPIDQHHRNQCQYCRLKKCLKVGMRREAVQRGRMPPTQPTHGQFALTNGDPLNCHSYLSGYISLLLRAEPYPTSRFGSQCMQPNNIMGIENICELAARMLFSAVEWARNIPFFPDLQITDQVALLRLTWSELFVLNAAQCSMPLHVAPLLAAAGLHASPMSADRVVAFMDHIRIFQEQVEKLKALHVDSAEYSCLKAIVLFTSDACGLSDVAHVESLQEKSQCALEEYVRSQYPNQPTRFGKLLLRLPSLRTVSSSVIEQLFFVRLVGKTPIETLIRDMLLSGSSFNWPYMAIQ
# Shn3 3UTR inh: Schnurri-3 reporter inhibition in Clone20 osteoblasts; inhibition, % at 12.5 µM; hit rate 0.52% among 360,000; Clone20 osteoblast Shn3 3'UTR firefly luciferase, 24 h;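 active = mean inhibition of at least 75% with every replicate also reaching 75%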;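 also: 0% = median of neutral control wells and 100% = pilot-screen positive control compound; some compounds past the cut are filed as inactive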
# TROY signal inh: TROY signaling inhibition | Q293 LMP1-TROYcd NF-kB luciferase reporter, 4 h | inhibition, % at 10 µM | hit rate 0.98% among 360,000;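 active = compounds whose plate-normalised and pattern-corrected inhibition of the luciferase reporter signal at the single screening dose is 50% or more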
# LRH-1 inv ag: suppresses constitutive activity of human LRH-1. HEK293T StAR-luciferase reporter, LRH-1 transfected, 24 h. AID 602396. inhibition, % at 3.6 µM. O00482. hit rate 0.13% among 360,000;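 active = inhibition above the mean inhibition of all tested compounds plus 3 SD, cut at about 73% in these data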;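 also: 0% = DMSO wells and 100% = reporter-only cells lacking LRH-1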
# Target sequence (O00482 whole entry, looked up): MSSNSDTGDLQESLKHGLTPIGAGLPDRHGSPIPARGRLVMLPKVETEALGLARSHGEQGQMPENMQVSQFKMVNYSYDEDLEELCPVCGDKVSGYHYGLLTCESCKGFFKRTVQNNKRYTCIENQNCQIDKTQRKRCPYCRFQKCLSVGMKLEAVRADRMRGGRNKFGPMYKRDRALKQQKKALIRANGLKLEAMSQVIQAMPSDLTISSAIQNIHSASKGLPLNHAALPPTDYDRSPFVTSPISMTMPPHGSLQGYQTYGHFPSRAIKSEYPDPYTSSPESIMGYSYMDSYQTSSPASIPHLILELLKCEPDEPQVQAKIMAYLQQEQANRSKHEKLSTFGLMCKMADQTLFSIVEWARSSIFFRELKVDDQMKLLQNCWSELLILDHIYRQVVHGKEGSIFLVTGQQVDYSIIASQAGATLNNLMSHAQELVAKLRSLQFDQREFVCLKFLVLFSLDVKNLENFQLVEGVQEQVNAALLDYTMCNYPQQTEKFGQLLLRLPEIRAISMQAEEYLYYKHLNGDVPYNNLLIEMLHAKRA
# An asterisk follows results filed as active; x = not tested or not shown.
item	Compound	KKLEB cytotox	LMP1 NFkB inh	C8 TRAIL sens	NCOA1 inh	TWEAK Fn14 block	CF NFkB block	NCOA3 inh	COUP-TFII inh	Shn3 3UTR inh	TROY signal inh	LRH-1 inv ag
1	Nc1nnc(SCCCC(=O)c2ccccc2)s1	9	-6	-7	-10	3	-9	-16	-9	-6	-58	3
2	COc1ccccc1-n1c(SCC(=O)NC(C)(C)C)nc(O)cc1=O	-9	-2	-8	-8	-25	10	3	-3	11	10	-8
3	O=C(O)CCNC(=O)COc1ccc2c3c(c(=O)oc2c1)CCCC3	1	-4	1	-1	5	-12	1	0	1	-9	-8
4	Cc1cccc(OCC(=O)Nc2ccccc2N2CCN(C(=O)C(C)C)CC2)c1C	0	12	3	-11	-5	-13	15	5	14	-15	5
5	CCCCc1nc2sc3c(SCCN(C)C)ncnc3c2c2c1CCC2	-14	-3	6	-4	-7	10	-13	5	3	-14	1
6	O=C(CSC1CN(C(c2ccccc2)c2ccccc2)C1)N/N=C/c1ccccc1	-2	-7	20	12	5	0	13	-8	4	7	22
7	CS(=O)(=O)c1ccc(Cl)c(NC(=O)COC(=O)COc2ccc3c(c2)CCC3)c1	20	-11	-8	-63	4	-20	-4	16	-7	-16	-7
8	Cc1ccc(-c2nnc(NC(=O)c3c(F)cccc3Cl)s2)cc1	-6	-10	1	-1	-2	8	1	0	-14	-31	-22
9	COc1cccc(CNc2nc3cc(-c4ccccc4CO)sc3c(=O)n2C)c1	-3	x	-7	10	15	12	-16	19	9	10	-26
10	COc1cc(CN2C(=O)C(CCc3ccccc3)ON=C2c2cnccn2)cc(OC)c1 (stereo unspecified)	-2	x	2	0	10	2	13	5	3	3	-13
11	Cc1nnc2nc(-c3ccccc3)nc(-c3ccccc3)n12	-10	3	17	-12	3	1	13	4	-1	-11	3
12	O=C(NC1CCCC1)C(c1ccc(F)cc1)N(Cc1ccc(Cl)cc1)C(=O)CCl (stereo unspecified)	10	5	14	12	6	11	2	-14	-3	11	15
13	CN(Cc1ccc(OC(F)F)cc1)C(=O)C1CCN(S(=O)(=O)c2ccc3c(c2)OCCO3)CC1	14	5	4	-4	4	-47	-5	1	28	17	19
14	O=C(COC(=O)c1ccc2c(c1)OCO2)Nc1ccccc1OC(F)F	16	1	-9	2	-10	18	-32	15	3	-13	0
15	CCOc1ccccc1NC(=O)CSc1ccc([N+](=O)[O-])cc1	14	-2	-9	13	35	-14	9	1	6	-24	10
16	CCN(Cc1ccccc1)S(=O)(=O)c1ccc(F)cc1	3	-2	-4	9	12	14	14	-11	-38	-8	-9
17	NC(=O)c1ccc([N+](=O)[O-])cc1SCc1ccccc1	-5	-11	10	8	12	12	4	10	-3	10	7
18	COC(=O)Cn1cc(C(=O)OC)c2ccccc21	-3	6	1	-7	10	9	4	-6	0	2	5
19	CCOC(=O)/C=C/c1ccccc1S(=O)(=O)NC(C)(C)C	2	-5	0	11	-16	6	-2	0	-6	-16	-6
20	Cc1ccc(NC(=O)c2ccc3c(c2)[nH]c(=O)n3C(C)C)cc1	1	-3	-1	-40	0	4	-13	7	-23	-15	-14
21	Cc1cc(OC(C)C(=O)NC2CC(C)(C)NC(C)(C)C2)c2c(C)cc(=O)oc2c1 (stereo unspecified)	-6	2	3	-20	21	15	-23	-11	-4	-3	3
22	COc1cccc(NC(=O)c2ccn(C)n2)c1	9	-4	13	-102	1	-9	-93	-47	-90	-46	-75
23	NC(=O)c1ccc(NC(=O)COC(=O)CCC2CCCCC2)cc1	-3	7	-8	-18	-1	-4	14	-18	-21	-2	40
24	COc1ccc(Cc2nnc(NC(=O)C3CC(=O)N(c4ccccc4)C3)s2)cc1OC (stereo unspecified)	-3	-7	2	14	7	-3	-2	18	-7	3	9
25	CN(CC(=O)Nc1ccc(Cl)c(C(F)(F)F)c1)C(=O)C1CC(=O)N(CCc2ccccc2)C1 (stereo unspecified)	-1	-6	8	-29	1	18	11	7	7	-5	-4
26	Cc1ccc(NC(=O)c2cc(CC(C)C)nc3ccccc23)cc1	-19	-13	3	-40	-17	-17	11	17	16	4	-3
27	Cc1ccc(/C=N/NC(=O)c2ccc(NC(=O)c3ccc(Cl)cc3)cc2)o1	-2	-2	-16	-10	26	3	-8	-36	1	-17	7
28	O=C(COC(=O)c1ccc(NS(=O)(=O)c2cccs2)cc1O)NCc1ccccc1	-17	10	18	1	22	29	29	2	14	8	10
29	CCCS(=O)(=O)N1CCN(Cc2ccncc2)CC1	-3	2	-17	-4	-4	3	11	6	-9	-13	-18
30	Cc1onc(-c2c(F)cccc2Cl)c1C(=O)OCC(=O)c1c(N)n(C)c(=O)n(C)c1=O	0	-1	20	-23	32	-12	8	-1	-20	6	1

# The results go on.
item	Compound	KKLEB cytotox	LMP1 NFkB inh	C8 TRAIL sens	NCOA1 inh	TWEAK Fn14 block	CF NFkB block	NCOA3 inh	COUP-TFII inh	Shn3 3UTR inh	TROY signal inh	LRH-1 inv ag
31	Cc1ccc(NS(=O)(=O)c2ccc(C)c(NC(=O)COc3ccccc3)c2)c(C)c1	0	3	-2	5	9	8	27	11	7	-4	-5
32	Cc1cc(OCC(=O)NC(C)C)cc(C)c1Br	11	-6	1	15	4	-4	19	3	2	23	-23
33	O=C(C1CCN(Cc2ccccc2O)CC1)N1CCN(Cc2ccc3c(c2)OCO3)CC1	-9	-8	9	0	-2	23	16	7	5	-3	-5
34	COC(=O)c1c(C)[nH]c(C(=O)COC(=O)Cc2ccc3c(c2)OCCO3)c1C	-3	9	9	9	9	0	-16	-10	7	-17	5
35	O=c1cc(CO)occ1OCc1cccc(C(F)(F)F)c1	-6	-3	8	-15	6	-11	-2	-9	-10	-7	13
36	CCc1cc(C(=O)Cc2ccccn2)c(O)cc1O	8	3	19	9	10	3	17	8	2	-8	6
37	CCCc1cc(=O)oc2c(CN3CCN(C)CC3)c(O)c(Cl)cc12	-4	-4	-3	-16	2	-12	-7	5	-6	5	-7
38	Cc1ccc(OS(=O)(=O)c2ccccc2)c(/C=N/N=C2\NC(=O)C(C)S2)c1 (stereo unspecified)	7	-5	-7	-21	4	-6	6	5	-3	34	-21
39	COc1ccc(/C(O)=C2\C(=O)C(=O)N(CCN(C)C)C2c2cc(OC)c(OC)c(OC)c2)c(C)c1 (stereo unspecified)	-5	-2	-24	-17	1	8	8	-2	12	25	2
40	O=C(NCCCN1CCCC1=O)Nc1ccc(Br)cc1Cl	6	-10	2	-97	-5	-24	-3	2	-12	-22	-33
41	CSCC[C@H]1COC[C@@H](Cc2ccccc2)N1c1ccccc1	0	-12	7	-10	11	11	1	12	4	-15	8
42	COCCCNc1nc2nonc2nc1N1CCN(Cc2cccc(C)c2)CC1	6	0	-26	0	4	-9	18	-9	3	10	2
43	O=C(NCc1cccs1)c1ccc(S(=O)(=O)N2CCOCC2)cc1	-4	3	4	-5	30	-4	9	13	8	-26	11
44	CCC(C)(C(=O)NC1CCCCC1)N(Cc1cccs1)C(=O)c1ccccn1 (stereo unspecified)	-13	5	2	-25	3	22	7	-1	-29	-1	12
45	CCOC(=O)N1CCN(C(=O)C[C@@H]2C[C@@]3(C(=O)OCC)CCCC=C3N(Cc3ccc4c(c3)OCO4)C2=O)CC1	x	x	11	x	-19	x	x	1	x	-1	10
46	O=C(NCc1ccccc1)C(=O)NCC(c1ccco1)N1CCN(c2ccccc2F)CC1 (stereo unspecified)	7	-4	-3	6	-15	0	10	-8	-11	-14	-4
47	CC1CCCN(C(=O)C2CCN(S(=O)(=O)c3cccc4nsnc34)CC2)C1 (stereo unspecified)	-1	-2	-5	7	-3	-10	0	-12	4	-22	-2
48	CC(C)NC(=O)c1ccc2c3n(nc2c1)-c1ccc(Cl)cc1CO3	-7	-31	43	-75	-7	-29	-101	-32	-70	-77	-171
49	CN(CCCC(=O)NCc1ccc2c(c1)OCO2)S(=O)(=O)c1ccc([N+](=O)[O-])cc1	16	2	-9	7	-7	-21	12	17	-4	17	1
50	COc1cccc(CN2CC(C(=O)N(C)Cc3nc4ccc(F)cc4[nH]3)CCC2=O)c1 (stereo unspecified)	-11	-2	-7	-10	-6	-9	0	13	-12	-10	-14
51	CN(C)CCNC(=O)Cn1nc(-c2ccc(Cl)cc2)ccc1=O	-14	-1	-1	-3	-3	8	13	-5	-5	21	-5
52	N#C/C(=C\c1ccc(Cl)cc1)c1nc2ccccc2o1	-3	-1	-2	0	6	1	1	-24	-9	-30	-10
53	COc1ccccc1CN1CCNC(=O)C1CC(=O)NCc1cn(C)nc1C (stereo unspecified)	-8	-6	6	-8	15	2	-2	-26	5	-7	7
54	Cc1ccsc1C(C(=O)NC1CCCCC1)N(C(=O)Cc1cccs1)C1CC1 (stereo unspecified)	-7	-9	14	5	4	-3	4	-6	28	-3	-9
55	Cc1ccc(-c2csc3nc[nH]c(=O)c23)cc1C	-5	-2	-19	6	37	15	6	11	-9	15	5
56	CC1(C)Cc2ccccc2-c2nnnn21	3	2	-3	-20	-6	7	11	1	-17	8	42
57	COc1ccc(C(=O)N2CCN(C(C)=O)CC2)cc1S(=O)(=O)N1CCOCC1	-17	-7	0	-13	0	5	9	13	10	-6	0
58	Cc1c(C)c2ccc(OCC(=O)Nc3ccc(S(N)(=O)=O)cc3)c(C)c2oc1=O	2	0	-10	7	1	-3	-8	-9	-12	14	12
59	CCOc1ccc(NC(=O)c2ccccc2NC(=O)CNC2CCCC(C)C2C)cc1 (stereo unspecified)	5	-4	-1	-17	-2	-18	14	-1	26	-15	2
60	COc1ccccc1N1CCN(C(=O)CN2C(=O)c3ccccc3S2(=O)=O)CC1	-5	-3	-16	3	-8	-3	23	6	x	-33	1

# Remaining list, next part.
item	Compound	KKLEB cytotox	LMP1 NFkB inh	C8 TRAIL sens	NCOA1 inh	TWEAK Fn14 block	CF NFkB block	NCOA3 inh	COUP-TFII inh	Shn3 3UTR inh	TROY signal inh	LRH-1 inv ag
61	O=C(NC(=S)Nc1cccc(NC(=O)c2ccccc2)c1)c1cccc([N+](=O)[O-])c1	4	-1	8	-4	5	-9	7	9	5	-12	32
62	C/C(CC(C)C)=N\NS(=O)(=O)c1ccc(C)c([N+](=O)[O-])c1	-8	-5	-9	-25	-6	-14	-4	4	-2	-17	-5
63	CCOC(=O)C1(CCOC)CCN(Cc2cc3ccccc3s2)CC1	3	5	11	10	-6	12	3	-3	27	-10	-2
64	N=C1C(c2nc(-c3cccc([N+](=O)[O-])c3)cs2)=C(O)CN1NC(=O)c1ccco1	-5	5	14	-2	-32	-1	-9	-27	23	-23	3
65	COc1ccc(S(=O)(=O)N2CCN(c3ccccn3)CC2)cc1[N+](=O)[O-]	-4	-7	-7	2	-4	18	5	-7	-12	1	0
66	O=C(NC1CCCCC1)C1CC(=O)N(Cc2ccccc2)C1 (stereo unspecified)	2	-3	-11	-46	13	4	9	-10	2	24	2
67	COC(=O)c1cc(Br)c(=O)n(CCc2ccc(O)cc2)c1	-3	-1	-10	11	12	-5	-2	6	0	-5	1
68	CCOC(=O)C1(C)NC(c2ccc(N(C)C)cc2)C2C(=O)N(c3ccc(OC)cc3)C(=O)C21 (stereo unspecified)	0	1	-15	-3	-31	4	-3	-6	2	-7	-19
69	CCOC(=O)c1ccc(Oc2nc(OC)cc(OC)n2)cc1	-6	9	-3	2	22	12	6	14	-8	5	-10

# Screening results as filed in PubChem BioAssay.

# The list is partial; the hit share may differ from the screen's.
